Screening results as filed in PubChem BioAssay.
TMEM16A inh – inhibitors of mouse TMEM16A calcium-activated chloride channel; Q8BHY3; HEK293 TMEM16A/YFP iodide influx fluorescence, ionomycin; normalized B-score (activity score, 25-100; higher = stronger inhibition) at 10 µM; 310,000 tested, 1.2% active; AID 588511;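 active = ratio plate-corrected score three or more library SD toward inhibition, starting fluorescence score within five deviations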;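 note: score derived from kinetic fluorescence span divided by baseline fluorescence per well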
HDAC3 inhib – blocks human histone deacetylase 3; O15379; recombinant HDAC3, fluorogenic peptide/trypsin coupled, fluorescence; inhibition, % at 8.3 µM; 320,000 tested, 0.15% active; in the data active = inhibition above about 26%, passing the limit was not always enough; inconclusive = no clear call, values can overlap the other calls
Target sequence (O15379 whole entry, looked up): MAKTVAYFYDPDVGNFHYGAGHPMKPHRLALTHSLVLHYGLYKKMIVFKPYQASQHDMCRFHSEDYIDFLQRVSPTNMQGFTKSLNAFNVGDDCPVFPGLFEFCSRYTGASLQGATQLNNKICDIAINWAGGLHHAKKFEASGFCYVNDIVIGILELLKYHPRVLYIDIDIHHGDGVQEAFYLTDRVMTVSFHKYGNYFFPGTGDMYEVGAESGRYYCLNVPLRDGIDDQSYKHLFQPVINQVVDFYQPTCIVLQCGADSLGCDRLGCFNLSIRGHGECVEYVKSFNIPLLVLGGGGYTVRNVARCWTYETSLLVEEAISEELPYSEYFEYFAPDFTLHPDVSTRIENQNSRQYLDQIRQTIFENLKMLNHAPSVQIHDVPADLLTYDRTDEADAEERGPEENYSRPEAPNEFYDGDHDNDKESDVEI
MrgX1 ag – activates human MrgX1 receptor signaling; B-score at 10 µM; AID 588627; Q96LB2; MrgX1-HEK293 cells, Fluo-4 calcium fluorescence, agonist mode; hits give high values; 310,000 tested, 0.44% active;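 active = calcium response B-score plate-corrected fluorescence ratio at least 3 library SD, with starting fluorescence B-score inside 5 SD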
Target sequence (Q96LB2 whole entry, looked up): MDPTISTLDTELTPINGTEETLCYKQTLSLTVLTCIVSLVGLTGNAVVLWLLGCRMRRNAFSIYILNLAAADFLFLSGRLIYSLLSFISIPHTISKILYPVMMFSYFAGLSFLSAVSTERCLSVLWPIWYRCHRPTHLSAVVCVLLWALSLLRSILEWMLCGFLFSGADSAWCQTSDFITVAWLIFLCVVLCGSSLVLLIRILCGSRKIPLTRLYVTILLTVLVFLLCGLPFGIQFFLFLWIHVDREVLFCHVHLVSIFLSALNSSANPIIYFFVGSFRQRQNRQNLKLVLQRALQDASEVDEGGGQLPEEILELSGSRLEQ
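Assay system: stable human MrgX1 HEK293 cell line. Quantity: 15,000 cells per well. Schedule: cells plated overnight, dye loaded 0.5 h 37 °C, 0.5 h room temperature. Detection: Fluo-4 NW calcium-flux fluorescence, kinetic read. Read-out basis: peak-minus-minimum fluorescence over baseline, converted to B scores. Control set: positive and negative control wells on each plate.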
MrgX1 antag – antagonists of human MrgX1 receptor. Q96LB2. MRGX1-HEK293 calcium flux, Fluo-4, BAM8-22 antagonism; hits give low values. B-score at 10 µM. 310,000 tested, 1.3% active. AID 588676;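 active = calcium-response B-score plate-corrected more than 3 library SD below zero, starting fluorescence within 5 deviations, no agonist response on first addition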;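 note: peak minus trough fluorescence over baseline after final BAM8-22 challenge near maximal dose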
MrgX1 allo act – allosterically activates human MrgX1 receptor signaling. Q96LB2. MrgX1-HEK293, Fluo-4 calcium flux, FDSS; hits give high values. B-score at 10 µM. 310,000 tested, 0.63% active. AID 588675;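 active = plate-corrected calcium response at least 3 library SD above typical, normal starting fluorescence, not activating the receptor alone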;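 note: compound read alongside a low EC10 to EC30 dose of BAM8-22 agonist; peak minus trough fluorescence over baseline measured at the second addition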
RGS4 inh – human RGS4 inhibition. P49798. HEK293 M3R/RGS4 inducible, Fluo-4 calcium flux; hits give high values; triggered by carbachol at its EC20. B-score at 10 µM. 310,000 tested, 0.45% active. AID 463165;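 active = B-score, a plate-corrected calcium signal, over three deviations above library mean, with baseline fluorescence within five deviations of library mean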;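 note: RGS4 expression induced by doxycycline in cells with stable M3 receptor; B-score is computed from the integrated fluorescence ratio over baseline after carbachol; higher B-score means a larger calcium signal and so more RGS4 inhibition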
Target sequence (P49798 whole entry, looked up): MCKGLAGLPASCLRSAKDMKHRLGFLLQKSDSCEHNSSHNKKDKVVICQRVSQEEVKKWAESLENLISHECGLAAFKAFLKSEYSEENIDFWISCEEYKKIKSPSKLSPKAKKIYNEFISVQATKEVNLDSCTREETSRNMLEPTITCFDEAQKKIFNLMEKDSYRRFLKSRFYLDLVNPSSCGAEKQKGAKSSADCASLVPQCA
TRPC6 inh – inhibitors of mouse TRPC6 channel | HEK293-TRPC6, membrane potential dye, ACh-evoked depolarization; hits give low values | B-score at 10 µM | 310,000 tested, 1.1% active | AID 2553;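 active = B-score under library mean minus 3 SD, initial fluorescence not abnormally high, positive integrated signal ratio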;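 note: B-score derived from integrated fluorescence ratio over the kinetic read; more negative B-score means stronger inhibition of depolarization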
TMEM16A act – activators or potentiators of mouse TMEM16A chloride channel; HEK293 TMEM16A/YFP-H148Q/I152L, iodide quench fluorescence; hits give low values; B-score at 10 µM; 340,000 tested, 0.3% active; Q8BHY3;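 active = fluorescence-ratio B-score plate-corrected deviation score at least 3 library SD below zero, with starting fluorescence score within 5 deviations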;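 note: channel opened by trigger with iodide after compound preincubation; score built on the fluorescence ratio of max minus min over baseline; more negative score means more quench and so TMEM16A activation or potentiation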
TRPC6 activator – mouse TRPC6 channel activation | Q61143 | B-score at 10 µM | AID 2550 | 310,000 tested, 0.13% active | HEK293-TRPC6 membrane potential dye fluorescence; hits give high values;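 active = B-score of the integrated fluorescence ratio above library mean plus 3 SD, and starting fluorescence ratio within library mean plus 5 SD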;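 note: higher score means more depolarization so channel activation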
SKKanGAS inh – blocks kanamycin growth of S. pyogenes SKKanGAS strain; 300,000 tested, 1.3% active; inhibition, % at 7.5 µM; AID 1662; BacTiter-Glo, 6 h;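 active = mean replicate score, as percent of positive control median, at least 50; inconclusive = mean below 50 but one replicate at or above 50; inactive = mean and every replicate below 50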;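 note: strain carries kanamycin resistance gene driven by streptokinase promoter and grows in 40 µg/ml kanamycin; loss of luminescence reflects streptokinase promoter inhibition or plain growth inhibition; 0% = median of DMSO wells and 100% = positive control at its reference dose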
RGS4 act – potentiators or activators of RGS4 | AID 463111 | 310,000 tested, 0.92% active | HEK293 M3R/inducible RGS4, carbachol calcium flux Fluo4; hits give low values | B-score at 10 µM;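 active = B-score of the integrated calcium signal more than 4 SD below the library mean, with starting fluorescence not abnormally high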;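 note: negative B-score means reduced calcium response which marks RGS4 activation or potentiation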
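test system = HEK293 cells with stable M3R and inducible RGS4 | schedule = recording 10 s baseline at 1 Hz, 100 s post-agonist | technique = Fluo4-AM (2 µM) calcium-flux fluorescence, kinetic read | measure = Agonist-evoked peak-minus-minimum fluorescence over baseline, integrated ratio, B score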
The depositor's hits bear a star; i = inactive; ? = inconclusive; · = not tested or not shown.

SMILES	TMEM16A inh	HDAC3 inhib	MrgX1 ag	MrgX1 antag	MrgX1 allo act	RGS4 inh	TRPC6 inh	TMEM16A act	TRPC6 activator	SKKanGAS inh	RGS4 act
Cc1ccc(NC(=O)CN2C(=O)COc3ccc(S(=O)(=O)N4CCCC4)cc32)c(C)c1	i	-8	i	i	i	i	i	i	i	-2	i
Cc1cc(C)cc(NC(=O)C2CCN(c3cnccn3)CC2)c1	i	-11	i	i	i	i	i	i	i	14	i
CN(C(=O)COC(=O)CCC(=O)c1ccc(Cl)cc1)c1c(N)n(Cc2ccccc2)c(=O)[nH]c1=O	i	-1	i	i	i	i	i	i	i	-2	i
COc1ccc(C)cc1NCc1ccc([N+](=O)[O-])cc1	i	1	i	i	i	i	i	i	i	8	i
CC1=[N+](C)N(c2ccccc2)C(=O)C1N=Cc1c(Cl)cccc1Cl (stereo unspecified)	i	-4	31*	i	i	i	i	i	i	-3	i
O=S(=O)(Nc1ccc(OC(F)(F)F)cc1)c1cccc2nonc12	i	-2	i	i	i	i	i	i	i	9	i
CCCc1nnc(NC(=O)CCC(=O)N2CCN(S(=O)(=O)c3ccc(F)cc3)CC2)s1	i	5	i	i	i	i	i	i	i	-5	i
Cc1cc(C)c2cc(CN(CCO)Cc3nnnn3Cc3ccc(F)cc3)c(=O)[nH]c2c1	·	·	·	·	·	i	i	i	i	-6	i
COC(=O)c1sccc1N/N=C(\C)c1ccc(F)c(Cl)c1	i	-7	i	i	i	i	i	i	i	-7	i
COc1ccc(C(=O)O)cc1S(=O)(=O)NCCc1ccccn1	i	-5	i	i	i	i	i	i	i	-21	i
CCOc1cnn(-c2cc(Oc3ccc(C)cc3)ncn2)c(=O)c1Cl	i	2	i	i	i	i	i	i	i	-1	i
C=CCNc1nc(Nc2ccc(OC)cc2OC)nc(OCC)n1	i	-2	i	i	i	i	i	i	i	-6	i
CN(C)c1nc(N(C)C)n(C(=O)c2ccc(F)cc2)n1	i	-2	i	i	i	i	i	i	i	-2	i
Cc1ccccc1NC(=O)c1ccco1	i	0	i	i	i	i	i	i	i	0	i
NC(=O)CSc1n[nH]c(=O)n1CCc1ccccc1	i	-1	i	i	i	i	i	i	i	9	i
CCOc1cc(C)c(Cl)cc1S(=O)(=O)NCc1ccco1	i	-7	i	i	i	i	i	i	i	-3	i
COc1ccc(/C=C/C(=O)Nc2ccccc2C)cc1S(=O)(=O)N1CCOCC1	i	9	i	i	8*	i	i	i	i	1	i
N/C(=N\OC(=O)c1ccc(Cl)cc1)c1ccc(Cl)cc1	i	6	i	i	i	i	i	i	i	-5	i
CCOC(=O)CNC(=O)Cn1cnc2sc(C)c(S(=O)(=O)N3CCC(C)CC3)c2c1=O	i	7	i	i	i	i	i	i	i	-5	i
COc1ccc(NC(=O)c2cccnc2Sc2ccccc2)c(OC)c1	i	3	i	i	i	i	i	i	i	1	i
Cc1ccc2c3c(c(SCC(=O)Nc4nonc4C)nc2c1)CCCC3	i	0	i	i	i	i	i	·	i	-9	i
CCOc1ccc(CSC2=NCCN2)cc1[N+](=O)[O-]	i	-5	i	i	i	i	i	i	i	-11	i
COc1ccc(C(=O)NNC(=O)COc2ccc(Cl)cc2)c(OC)c1	i	-4	i	i	i	i	i	i	i	10	i
CCN1CCn2c1nc(N1CCOCC1)nc2=O	i	0	i	i	i	i	i	i	i	-4	i
COc1ccc(-c2cc(C(=O)NCc3ccc(Cl)cc3)no2)cc1OC	i	-1	i	i	i	i	i	i	i	1	i
COc1ccc(NC(=O)c2c(N)no[n+]2[O-])c(OC)c1	i	1	i	i	i	i	i	i	i	5	i
CN(Cc1nc(-c2ccncc2)no1)S(=O)(=O)c1ccc(Br)cc1	i	-10	i	i	i	i	i	i	i	-3	i
CCOC(=O)C1(CCOc2ccccc2)CCN(CC=C(C)C)CC1	i	1	i	i	i	i	i	i	i	-4	i
CCSc1nc(N)c2c3c(sc2n1)CN(C)CC3	i	-21	i	i	i	i	-5.3*	·	i	-11	i
CCOC(=O)C1CCCN(c2c(NCc3ccco3)c(=O)c2=O)C1 (stereo unspecified)	i	11	i	i	i	i	i	i	i	-4	i
Cc1cccc(-c2cccc(NC(=O)C3CCCN(C(=O)c4cccnc4)C3)c2)c1 (stereo unspecified)	i	4	i	i	i	i	i	i	i	-4	i
Cc1nn(CC(=O)Nc2ccc(Cl)cn2)c(C)c1[N+](=O)[O-]	i	5	i	i	i	i	i	i	i	22	i
O=C(Nc1nc2ccc([N+](=O)[O-])cc2s1)C1CCCO1 (stereo unspecified)	i	·	i	i	i	i	i	i	i	-8	i
Cc1c(C(=O)N2CCCCC2)c(S(=O)(=O)Nc2cccc(Br)c2)c(C)n1C	i	3	i	i	i	i	i	i	i	7	i
O=C(CN1CCc2ccccc2C1)Nc1ccc(OC(F)(F)F)cc1	i	-1	i	i	i	i	i	i	i	2	i
C=CCn1c(CCc2ccc(OC(C)C)cc2)n[nH]c1=S	i	5	i	i	i	i	i	i	i	-5	i
Cc1ccc(S(=O)(=O)N2CCCCC2CCNC(=O)C(=O)NC2CC2)cc1 (stereo unspecified)	i	-1	i	i	i	i	i	i	i	-3	i
COc1cccc(NS(=O)(=O)c2ccc3c(c2)C2C=CCC2C(c2ccc(C(=O)O)cc2)N3)c1 (stereo unspecified)	i	6	i	i	i	i	i	i	i	19	i
CC(C)(C)NC(=O)CN(Cc1ccc2c(c1)OCO2)C(=O)CCC(=O)Nc1nccs1	i	1	i	i	i	i	i	i	i	-3	i
O=S(=O)(Cc1cc(N2CCOCC2)nc(-c2ccccn2)n1)c1ccccc1	i	0	i	i	i	i	i	i	i	-1	i

Two of the compounds above, with two lines to a compound.
The line under a structure holds: TMEM16A inh, HDAC3 inhib, MrgX1 ag, MrgX1 antag, MrgX1 allo act, RGS4 inh, TRPC6 inh, TMEM16A act, TRPC6 activator, SKKanGAS inh, RGS4 act
Cc1cc(C)cc(NC(=O)C2CCN(c3cnccn3)CC2)c1
  i, -11, i, i, i, i, i, i, i, 14, i
CN(C(=O)COC(=O)CCC(=O)c1ccc(Cl)cc1)c1c(N)n(Cc2ccccc2)c(=O)[nH]c1=O
  i, -1, i, i, i, i, i, i, i, -2, i

Following part
SMILES	TMEM16A inh	HDAC3 inhib	MrgX1 ag	MrgX1 antag	MrgX1 allo act	RGS4 inh	TRPC6 inh	TMEM16A act	TRPC6 activator	SKKanGAS inh	RGS4 act
N#C/C(=N\Nc1ccc(F)cc1)C(=N)N1CCCCCC1	i	-2	i	i	i	i	i	i	i	15	i
COc1ccc(C(=O)Nc2ccc(Cl)c(S(=O)(=O)Nc3ccccc3OC)c2)cc1	i	10	i	i	i	i	i	i	i	15	i
CN(C)CCCOC(=O)c1cc2ccccc2o1	i	-7	i	i	i	i	i	i	i	1	i
COCCCNC(=S)NNC(=S)Nc1ccccc1	i	0	i	i	i	i	i	i	i	49	i
O=C(C1=COCCO1)N1CCN(S(=O)(=O)c2cccc(Cl)c2Cl)CC1	i	-5	i	-5.7*	i	i	i	i	i	-4	i
CCCCOc1ccc(-c2nnc(-c3ccco3)o2)cc1	i	-3	i	i	i	i	i	i	i	13	i
Cc1ccc(C2=NN(C)c3nc4ccccc4n3C2)cc1	i	1	i	i	i	i	i	i	i	-4	i
Cc1oc(-c2ccccc2Cl)nc1Cn1cccc1C1=NC(c2ccccc2)CO1 (stereo unspecified)	i	0	i	i	i	i	i	i	i	?	i
Cc1ccc(C(=O)NCc2ccco2)o1	i	1	i	i	i	i	i	i	i	-4	i
COc1ccc(CNC(=O)CCS(=O)(=O)c2ccc3c(c2)CCN3C(C)=O)cc1	i	-4	i	i	i	i	i	i	i	5	i
COc1cc2c(cc1OC)CN(C(=O)Cc1ccccc1)CC2	i	1	i	i	i	i	i	i	i	-5	i
NS(=O)(=O)c1ccc(CCNC(=O)C(=O)Nc2cc3c4c(c2)CC(=O)N4CCC3)cc1	i	0	i	i	i	i	i	i	i	1	i
Cc1nc(Oc2ccccc2)c2oc3ccccc3c2n1	i	-4	i	i	34*	i	i	i	i	4	i
COc1ccc2ccccc2c1CN(C)Cc1ccccc1	i	-3	i	i	i	i	i	i	i	12	i
O=C(Cc1cc(=O)oc2cc(O)ccc12)N[C@@H](Cc1c[nH]c2ccccc12)C(=O)O	i	-8	i	i	i	i	i	i	i	-2	i
Cc1cc([N+](=O)[O-])nn1CC(=O)N/N=C/c1ccccc1Br	i	-1	i	i	i	i	i	i	i	-2	i
Cc1cc(C)c(S(=O)(=O)NC(CC(=O)O)c2cccc([N+](=O)[O-])c2)c(C)c1 (stereo unspecified)	i	-1	i	i	i	i	i	i	i	-6	i
CCN1CCN(C2CC(=O)NC2=O)CC1 (stereo unspecified)	i	6	i	i	i	i	i	·	i	-3	i
O=C1NC(=O)C(Cc2c[nH]c3ccccc23)N1 (stereo unspecified)	i	1	i	i	i	i	i	i	i	-2	i
CCOc1ccc(NC2OCC(O)C(O)C2O)c([N+](=O)[O-])c1 (stereo unspecified)	i	·	i	-5.1*	i	i	i	i	i	7	i
Cc1cnc(C(=O)OCC(=O)c2ccc(-c3ccccc3)cc2)cn1	i	-1	i	i	i	i	i	i	i	-1	i
CC(C)[C@H](NC(=O)NCc1ccco1)C(=O)O	i	-5	i	i	i	i	i	i	i	4	i
CC(=O)OCC1=C(C(=O)O)N2C(=O)[C@@H](NC(=O)Cc3cccs3)[C@H]2SC1	i	7	i	i	i	i	i	i	i	103*	i
Cc1cc(NC(=O)COC(=O)[C@H](Cc2c[nH]c3ccccc23)NC(=O)c2ccc(F)cc2)no1	i	-1	i	i	i	i	i	i	i	4	i
CC1CN(CCCCN2C(=O)c3ccccc3C2=O)CC(C)O1 (stereo unspecified)	i	-1	i	i	i	i	i	i	i	2	i
COc1ccc(C(C[N+](=O)[O-])c2c(C)cc3ccccn23)cc1 (stereo unspecified)	i	1	i	i	i	i	i	i	i	-1	i
Oc1ccc2ccc3[nH]cnc3c2c1	i	·	i	i	i	i	i	i	i	-10	i

Compounds as they come. Share with any hit: about 6.7%.
